TcdB GH inh = blocks C. difficile toxin B glycohydrolase activity. P18177. TcdB glycohydrolase enzymatic assay, plate reader. inhibition, % at 9.99 µM. 0.24% of 350,000 active; in the data active = inhibition above about 10%
Starred values were filed as active, the others as inactive; & = joins results of further samples. An excerpt (hit frequency here may not be typical).

> C[C@@H]1CN([C@H](C)CO)C(=O)c2cccc(NC(=O)c3cnccn3)c2O[C@H]1CN(C)Cc1ccc(C(F)(F)F)cc1
- TcdB GH inh: -0.3
> COc1ccc2c3c([nH]c2c1)[C@@H](CO)N(C(=O)NC(C)C)CC31CN(C(=O)c2cnccn2)C1
- TcdB GH inh: 1.5
> O=C(C[C@@H]1C[C@H]2c3cc(NS(=O)(=O)c4ccc(F)cc4)ccc3O[C@H]2[C@H](CO)O1)NCc1ccncc1
- TcdB GH inh: 0.7
> C[C@H](CO)N1C[C@H](C)[C@@H](CN(C)Cc2ccc(C(=O)O)cc2)Oc2ccc(NC(=O)C3CC3)cc2CC1=O
- TcdB GH inh: -1.1
> COCC#Cc1ccc([C@@H]2[C@@H](CO)N3C(=O)CN(C(=O)c4ccncc4)C[C@H]23)cc1
- TcdB GH inh: -0.1
> CNC[C@@H]1Oc2ccc(NS(C)(=O)=O)cc2CC(=O)N([C@@H](C)CO)C[C@H]1C
- TcdB GH inh: -1.3
> C[C@@H]1CN([C@@H](C)CO)S(=O)(=O)c2ccc(C#CC3CC3)cc2O[C@@H]1CN(C)Cc1ccccn1
- TcdB GH inh: -0.7
> C[C@H]1CN([C@@H](C)CO)C(=O)c2cc(NC(=O)Nc3ccc4c(c3)OCO4)ccc2O[C@@H]1CN(C)C(=O)Nc1ccc(C(F)(F)F)cc1
- TcdB GH inh: -0.2
> C[C@H](CO)N1C[C@H](C)[C@@H](CN(C)C(=O)Cc2ccccc2)OCCCC[C@H](C)Oc2ccc(NS(=O)(=O)c3cn(C)cn3)cc2C1=O
- TcdB GH inh: 0.4
> C[C@@H]1CN([C@H](C)CO)C(=O)c2cc(-c3ccccc3)cnc2O[C@H]1CN(C)C(=O)NC1CCCC1
- TcdB GH inh: -1.9
> CN1C(=O)c2cc(NC(=O)C3CCCCC3)ccc2OC[C@H]2O[C@@H](CC(=O)NCc3ccccc3F)CC[C@@H]21
- TcdB GH inh: -0.2
> CCCNC(=O)C[C@@H]1CC[C@H]2[C@@H](COC[C@@H](O)CN2C(=O)Nc2c(C)noc2C)O1
- TcdB GH inh: 0.6
> C/C=C/c1ccc([C@H]2[C@@H](CO)N(CC3CCCC3)C23CN(C(=O)CC2CC2)C3)cc1
- TcdB GH inh: -5.8
> O=S(=O)(N[C@@H]1CC[C@@H](CCn2cc(C3CC3)nn2)O[C@@H]1CO)c1ccc(F)cc1
- TcdB GH inh: 0.3
> CC(C)NC(=O)NCC[C@@H]1CC[C@H](NC(=O)CCN2CCCCC2)[C@@H](CO)O1
- TcdB GH inh: -0.1

> COc1ccc2c3c([nH]c2c1)[C@H](CO)N(C(=O)c1ccc(F)cc1)CC31CN(C(=O)Nc2cccc(F)c2)C1
- TcdB GH inh: 0.2
> CC(C)NC(=O)Nc1ccc2c(c1)C(=O)N([C@H](C)CO)C[C@@H](C)[C@H](CN(C)C(=O)Nc1ccc(F)cc1)O2
- TcdB GH inh: -1.2
> CO[C@@H]1CN(C)C(=O)c2ccc(NC(C)=O)cc2OC[C@@H](C)N(CC2CCCCC2)C[C@@H]1C
- TcdB GH inh: -0.5
> COc1ccc(NC(=O)Nc2ccc3c(c2)C(=O)N([C@@H](C)CO)C[C@H](C)[C@H](CN(C)Cc2ccc(C(=O)O)cc2)OCCCC[C@@H](C)O3)cc1
- TcdB GH inh: 0.0
> O=C(C[C@H]1C[C@H]2c3cc(NC(=O)NC4CCCC4)ccc3O[C@H]2[C@H](CO)O1)NC1CCCC1
- TcdB GH inh: 0.2
> C[C@H](CO)N1C[C@H](C)[C@@H](CN(C)Cc2ccccn2)Oc2ncc(C#CC3(O)CCCC3)cc2C1=O
- TcdB GH inh: -1.7
> CCCN1C[C@@H](C)[C@H](OC)CN(C)C(=O)c2ccc(NC(=O)Nc3c(C)noc3C)cc2OC[C@@H]1C
- TcdB GH inh: 0.5
> C[C@@H]1CN([C@@H](C)CO)C(=O)c2cc(NC(=O)Nc3cccc4ccccc34)ccc2O[C@@H]1CN(C)CC1CCCCC1
- TcdB GH inh: -1.4
> CC(C)NC(=O)N1CCCCN2[C@H](CO)[C@H](c3ccc(C#Cc4ccccc4F)cc3)[C@@H]2C1
- TcdB GH inh: 0.4
> CC(=O)N[C@@H]1CC[C@@H](CCNC(=O)C2CCCCC2)O[C@@H]1CO
- TcdB GH inh: -0.6
> C[C@@H]1CCCCO[C@H](CN(C)C(=O)CCC(F)(F)F)[C@@H](C)CN([C@@H](C)CO)C(=O)c2cc(NS(C)(=O)=O)ccc2O1
- TcdB GH inh: -9.0
> C[C@H](CO)N1C[C@H](C)[C@H](CN(C)CC2CCCCC2)Oc2ccc(NC(=O)CCCCCC(=O)Nc3ccccc3N)cc2CC1=O
- TcdB GH inh: -1.2
> O=C(C1CC1)N1CC(=O)N2[C@H](C1)[C@@H](c1ccc(-c3cccnc3)cc1)[C@@H]2CO
- TcdB GH inh: 0.4
> N#C[C@@H]1N[C@H](CO)[C@@H]1c1ccc(/C=C/c2ccccc2)cc1
- TcdB GH inh: 2.2
> COc1ccc2c3c([nH]c2c1)[C@@H](CO)N(Cc1ccccn1)CC31CCN(C(=O)c2ccccn2)CC1
- TcdB GH inh: -1.0

> Cc1ccccc1S(=O)(=O)N1CCCCN2[C@H](CO)[C@H](c3ccc(C#CCN(C)C)cc3)[C@@H]2C1
- TcdB GH inh: -1.8
> CO[C@@H]1CN(C)C(=O)c2ccc(NC(C)=O)cc2OC[C@H](C)N(CC2CC2)C[C@H]1C
- TcdB GH inh: 0.9
> COc1cccc(S(=O)(=O)N2C[C@@H](O)COC[C@H]3O[C@@H](CC(=O)N4CCCCC4)CC[C@@H]32)c1
- TcdB GH inh: -0.7
> Cc1noc(C)c1S(=O)(=O)Nc1ccc2c(c1)C(=O)N([C@H](C)CO)C[C@@H](C)[C@H](CN(C)S(=O)(=O)c1cn(C)cn1)OCCCC[C@@H](C)O2
- TcdB GH inh: 0.2
> CC(C)NC(=O)Nc1ccc2c(c1)C(=O)N([C@H](C)CO)C[C@@H](C)[C@H](CN(C)S(=O)(=O)c1ccccc1)OCCCC[C@H](C)O2
- TcdB GH inh: 0.8
> OC[C@@H]1Nc2ccc(-c3cccc(F)c3)cc2[C@@H]2[C@H]1CCN2Cc1ccncc1
- TcdB GH inh: -0.2
> O=C(C[C@@H]1C=C[C@@H](NC(=O)CCN2CCCCC2)[C@H](CO)O1)Nc1ccccc1
- TcdB GH inh: 0.7
> CCCN1C[C@@H](C)[C@H](OC)CN(C)C(=O)c2cc(NS(=O)(=O)CC)ccc2OC[C@@H]1C
- TcdB GH inh: -0.3
> CN(C)C(=O)C[C@H]1C[C@@H]2c3cc(NC(=O)CC4CC4)ccc3O[C@@H]2[C@H](CO)O1
- TcdB GH inh: 0.5
> N#C[C@H]1[C@@H](c2ccccc2C2=CCCC2)[C@H](CO)N1C(=O)NC1CCCCC1
- TcdB GH inh: 1.5
> CCN(C[C@@H]1[C@@H](c2ccccc2)[C@@H](CO)N1C(C)=O)C(=O)NC(C)C
- TcdB GH inh: -0.3
> CN1c2ccc(-c3ccc(F)cc3)cc2[C@@H]2[C@@H](CCN2C(=O)c2ccc(F)cc2)[C@H]1CO
- TcdB GH inh: 0.2
> C/C=C/c1ccc2c(c1)O[C@@H](CN(C)C(=O)c1ccc3c(c1)OCO3)[C@@H](C)CN([C@H](C)CO)S2(=O)=O
- TcdB GH inh: 0.1
> CN(C)CC(=O)Nc1ccc2c(c1)[C@@H]1C[C@@H](CC(=O)NCc3cccc(F)c3)O[C@H](CO)[C@@H]1O2
- TcdB GH inh: -0.5
> COc1cccc(NC(=O)N[C@@H]2C=C[C@H](CC(=O)Nc3ccc(-c4ccccc4)cc3)O[C@@H]2CO)c1
- TcdB GH inh: 0.3

Exported in markdown: three of the compounds above.
| Structure | TcdB GH inh |
| --- | --- |
| CN(C)C(=O)C[C@H]1C[C@@H]2c3cc(NC(=O)CC4CC4)ccc3O[C@@H]2[C@H](CO)O1 | 0.5 |
| CN1c2ccc(-c3ccc(F)cc3)cc2[C@@H]2[C@@H](CCN2C(=O)c2ccc(F)cc2)[C@H]1CO | 0.2 |
| O=C(C[C@@H]1C=C[C@@H](NC(=O)CCN2CCCCC2)[C@H](CO)O1)Nc1ccccc1 | 0.7 |

The main list resumes; the four compounds before the break are reprinted first.
> CN1c2ccc(-c3ccc(F)cc3)cc2[C@@H]2[C@@H](CCN2C(=O)c2ccc(F)cc2)[C@H]1CO
- TcdB GH inh: 0.2
> C/C=C/c1ccc2c(c1)O[C@@H](CN(C)C(=O)c1ccc3c(c1)OCO3)[C@@H](C)CN([C@H](C)CO)S2(=O)=O
- TcdB GH inh: 0.1
> CN(C)CC(=O)Nc1ccc2c(c1)[C@@H]1C[C@@H](CC(=O)NCc3cccc(F)c3)O[C@H](CO)[C@@H]1O2
- TcdB GH inh: -0.5
> COc1cccc(NC(=O)N[C@@H]2C=C[C@H](CC(=O)Nc3ccc(-c4ccccc4)cc3)O[C@@H]2CO)c1
- TcdB GH inh: 0.3
> COCC(=O)Nc1ccc2c(c1)C(=O)N(C)[C@H]1CC[C@H](CC(=O)Nc3ccccc3)O[C@@H]1CO2
- TcdB GH inh: -1.0
> COc1ccccc1CNC(=O)C[C@@H]1CC[C@@H]2[C@H](COC[C@@H](O)CN2C(=O)Nc2ccc(C(F)(F)F)cc2)O1
- TcdB GH inh: -5.8
> C[C@H]1CN([C@@H](C)CO)S(=O)(=O)c2ccc(C#CC3CCCCC3)cc2O[C@H]1CN(C)C
- TcdB GH inh: -1.3
> O=C(C[C@@H]1CC[C@H]2[C@@H](COC[C@@H](O)CN2Cc2ccccc2)O1)N[C@H]1CCN(Cc2ccccc2)C1
- TcdB GH inh: 0.8
> CN1C(=O)c2cc(NS(=O)(=O)c3ccccc3Cl)ccc2OC[C@@H]2O[C@@H](CC(=O)O)CC[C@@H]21
- TcdB GH inh: 0.4
> COCC(=O)Nc1ccc2c(c1)C(=O)N(C)C[C@@H](OC)[C@H](C)CN(Cc1ccccc1C(=O)O)[C@H](C)CO2
- TcdB GH inh: -0.4
> C[C@H](CO)N1C[C@H](C)[C@@H](CN(C)Cc2ccncc2)Oc2ccc(NC(=O)Cc3cn(C)c4ccccc34)cc2C1=O
- TcdB GH inh: -0.7
> COc1ccccc1CN1C[C@@H](C)[C@H](OC)CN(C)C(=O)c2ccc(NC(C)=O)cc2OC[C@@H]1C
- TcdB GH inh: -0.4
> OC[C@@H]1[C@@H](c2ccc(C#CC3(O)CCCC3)cc2)[C@@H]2CN(Cc3ccccc3F)CCCCN12
- TcdB GH inh: 1.2
> CNC[C@@H]1Oc2ccc(NC(=O)Nc3ccc(OC)cc3)cc2CC(=O)N([C@H](C)CO)C[C@H]1C
- TcdB GH inh: -0.9
> C[C@@H]1CN([C@H](C)CO)C(=O)c2cc(C#CCN(C)C)cnc2O[C@@H]1CN(C)S(C)(=O)=O
- TcdB GH inh: 0.2
> CCNC(=O)C[C@@H]1CC[C@@H]2[C@@H](COc3ccc(NC(=O)c4ccc(F)cc4)cc3C(=O)N2C)O1
- TcdB GH inh: 0.8
> O=C(N[C@@H]1CC[C@H](CCNC(=O)C2CC2)O[C@@H]1CO)c1ccccn1
- TcdB GH inh: -0.8
> C[C@@H]1CN([C@@H](C)CO)C(=O)c2cc(NS(=O)(=O)c3ccc(Cl)cc3)ccc2O[C@H]1CN(C)S(=O)(=O)c1cccs1
- TcdB GH inh: 1.2
> CC(=O)N(C)C[C@H]1Oc2ncc(-c3ccc(C)cc3)cc2C(=O)N([C@H](C)CO)C[C@@H]1C
- TcdB GH inh: 0.1

> C#Cc1ccc([C@@H]2C=C(C(=O)N3CCCCCCC3)O[C@H](OCC)[C@H]2CCCO)cc1
- TcdB GH inh: -0.5
> O=C(NC1CCCCC1)[C@@H]1[C@@H](CO)[C@@H]2Cn3c(cccc3=O)[C@H]1N2Cc1cccnc1
- TcdB GH inh: -0.7
> COc1ccc(CN(C)C[C@@H]2Oc3ccc(NS(C)(=O)=O)cc3C(=O)N([C@@H](C)CO)C[C@H]2C)cc1
- TcdB GH inh: 0.5
> O=C(Cc1ccncc1)NCC[C@H]1CC[C@@H](NC(=O)C2CCC2)[C@H](CO)O1
- TcdB GH inh: -0.1
> CCN1[C@H](C(=O)NCCc2cn(C)cn2)[C@@H](CO)[C@@H]2Cn3c(ccc(-c4ccccc4)c3=O)[C@@H]21
- TcdB GH inh: 0.1
> O=C(N[C@@H]1CC[C@@H](CC(=O)N2CCCCC2)O[C@@H]1CO)c1ccccn1
- TcdB GH inh: 0.1
> COc1ccccc1S(=O)(=O)Nc1ccc2c(c1)OC[C@@H](C)NC[C@H](C)[C@@H](OC)CN(C)C2=O
- TcdB GH inh: -1.0
> Cc1ccc(S(=O)(=O)N[C@@H]2CC[C@H](CC(=O)N3CCN(c4ccccc4)CC3)O[C@H]2CO)cc1
- TcdB GH inh: -0.5
> N#Cc1cccc(-c2ccc(C3[C@@H]4CN(C(=O)C5CCCCC5)C[C@H]3N4)cc2)c1 (stereo not given in full)
- TcdB GH inh: -1.7&0.1
> Cc1noc(C)c1NC(=O)N(C)C[C@H]1Oc2ncc(C#CC3CCCC3)cc2C(=O)N([C@@H](C)CO)C[C@H]1C
- TcdB GH inh: 1.0
> O=S(=O)(Cc1ccccc1)N1CCCCN2[C@H](C1)[C@@H](c1ccc(-c3ccccc3)cc1)[C@@H]2CO
- TcdB GH inh: -1.3

Retrieved by structure from above, five records:
> O=C(Cc1ccncc1)NCC[C@H]1CC[C@@H](NC(=O)C2CCC2)[C@H](CO)O1
- TcdB GH inh: -0.1
> C#Cc1ccc([C@@H]2C=C(C(=O)N3CCCCCCC3)O[C@H](OCC)[C@H]2CCCO)cc1
- TcdB GH inh: -0.5
> COc1ccccc1S(=O)(=O)Nc1ccc2c(c1)OC[C@@H](C)NC[C@H](C)[C@@H](OC)CN(C)C2=O
- TcdB GH inh: -1.0
> CCN1[C@H](C(=O)NCCc2cn(C)cn2)[C@@H](CO)[C@@H]2Cn3c(ccc(-c4ccccc4)c3=O)[C@@H]21
- TcdB GH inh: 0.1
> O=S(=O)(Cc1ccccc1)N1CCCCN2[C@H](C1)[C@@H](c1ccc(-c3ccccc3)cc1)[C@@H]2CO
- TcdB GH inh: -1.3
